# Screens: PubChem, several laboratories
# STAT1 blocker – reduces IFN-gamma driven STAT1 reporter signal; 200,000 tested, 0.35% active; NIH 3T3 STAT1-luciferase reporter, luminescence; inhibition, % at 5.5 µM;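 active means inhibition above a set limit, the mean inhibition across all tested compounds plus 3 SD, cut at about 34% in these data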;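 further: 0% = IFN-gamma with DMSO and 100% = IFN-gamma with 300 µM nifuroxazide; values of inactives mirror those of a sister screen read the other way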
# TLR4 MyD88 comp – inhibitors of human TLR4-MyD88 binding; O00206+Q99836; HeLa CL3-4 TLR4/MyD88 BLA complementation, FRET ratio; inhibition, % at 8.4 µM; 200,000 tested, 0.18% active; AID 861; in the data active means inhibition above about 25%;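 further: 0% = vehicle and 100% = reference inhibitor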
# PPARg SRC-2 ag – agonists of SRC-2 recruitment by human PPARgamma | AID 1032 | PPARgamma LBD-SRC-2 recruitment, biochemical | activation, % at 8 µM | P37231 | 200,000 tested, 0.34% active; in the data active means activation above about 22%;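 further: 0% = vehicle and 100% = reference agonist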
# ROMK primary – modulators of human ROMK potassium channel | P48048 | Tet-inducible ROMK, thallium flux fluorescence; actives lie on both sides | B-score at 10 µM | 130,000 tested, 2% active | AID 1918;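 active means signal ratio slope over the read window, or its plate-corrected B-score, at least 3 SD from the plate mean, either direction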;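 further: B-score of the F/F0 ratio slope over 7 to 12 s after thallium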
# Target sequence (P48048 whole entry, looked up): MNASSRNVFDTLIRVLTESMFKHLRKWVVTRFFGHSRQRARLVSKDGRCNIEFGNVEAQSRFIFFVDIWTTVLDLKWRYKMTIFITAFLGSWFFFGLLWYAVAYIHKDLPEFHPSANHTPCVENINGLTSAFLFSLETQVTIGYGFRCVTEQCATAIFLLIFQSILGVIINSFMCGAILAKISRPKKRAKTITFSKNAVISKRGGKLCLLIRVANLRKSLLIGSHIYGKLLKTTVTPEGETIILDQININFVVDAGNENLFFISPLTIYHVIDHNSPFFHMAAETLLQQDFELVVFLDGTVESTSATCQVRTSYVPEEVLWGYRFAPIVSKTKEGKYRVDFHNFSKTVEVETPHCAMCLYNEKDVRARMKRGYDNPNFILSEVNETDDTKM
# PPARg SRC1 recr – promotes SRC-1 coactivator recruitment by human PPARgamma | P37231 | PPARgamma-SRC-1 coactivator recruitment biochemical assay | activation, % at 8 µM | 200,000 tested, 0.41% active; in the data active means activation above about 19%;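 further: 0% = DMSO and 100% = reference agonist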
# STAT3 blocker – STAT3 signaling inhibition. U3A cells, IL-6 STAT3-luciferase reporter, luminescence; host cell line lacks STAT1. inhibition, % at 5.5 µM. 190,000 tested, 0.89% active. AID 862;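 active means inhibition above the mean inhibition across all screened compounds plus 3 SD, cut at about 44% in these data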;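 further: 0% = DMSO only wells and 100% = 100 µM nifuroxazide control wells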
# STAT3 activator – increases IL-6 driven STAT3 reporter signal; U3A cells, IL-6 STAT3-luciferase reporter, luminescence; 100% = signal with IL-6 EC80 alone; activation (% of control), % at 5.6 µM; 190,000 tested, 0.91% active; AID 871;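 active means activation above the screen-wide mean of compound activation plus 3 SD, cut at about 130% in these data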;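 further: 0% = background luminescence of wells with medium and substrate only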
#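 Assay system – human STAT1-deficient U3A cells with stable STAT3-luciferase reporter · Also added – IL-6 (33 ng/mL) · Schedule – compound 1 h, then IL-6 6 h at 37 °C · Technique – reporter luminescence signal · Evaluation – % activation versus median of IL-6-stimulated wells · Benchmarks – IL-6-only wells as 100% reference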
# TR-FRET SRC-2 ct – flags TR-FRET format artefacts in PPARgamma SRC-2 recruitment agonist screen. TR-FRET artefact counter-screen; hits give high values. AID 1049. 200,000 tested, 0.4% active. TR-FRET ratio at 8 µM; in the data active means TR-FRET ratio above about 2000; further: inactives centre near 1500
# PPARg SRC-3 ag – agonists of human PPARgamma SRC-3 coactivator recruitment; P37231; biochemical PPARgamma/SRC-3 coactivator recruitment assay; activation, % at 8 µM; 200,000 tested, 0.26% active; in the data active means activation above about 23%;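 further: 0% = DMSO and 100% = reference agonist; some compounds past the cut are filed as inactive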
# S1P3 antagonist – S1P3 (human) receptor antagonism; CHO S1P3 NFAT-BLA reporter, FRET fluorescence, antagonist mode; inhibition, % at 4.98 µM; 170,000 tested, 0.27% active;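 active means inhibition above the plate cutoff, the mean inhibition of test wells on that plate plus 3 SD, cut at about 28% in these data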;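 further: cells challenged with S1P at its EC80 of 0.8 µM; blue over green emission ratio from cleaved BLA substrate after 4 h stimulation; 0% = S1P-stimulated wells and 100% = unstimulated DMSO-only wells; some compounds past the cut are filed as inactive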
# Target sequence (Q99500 whole entry, looked up): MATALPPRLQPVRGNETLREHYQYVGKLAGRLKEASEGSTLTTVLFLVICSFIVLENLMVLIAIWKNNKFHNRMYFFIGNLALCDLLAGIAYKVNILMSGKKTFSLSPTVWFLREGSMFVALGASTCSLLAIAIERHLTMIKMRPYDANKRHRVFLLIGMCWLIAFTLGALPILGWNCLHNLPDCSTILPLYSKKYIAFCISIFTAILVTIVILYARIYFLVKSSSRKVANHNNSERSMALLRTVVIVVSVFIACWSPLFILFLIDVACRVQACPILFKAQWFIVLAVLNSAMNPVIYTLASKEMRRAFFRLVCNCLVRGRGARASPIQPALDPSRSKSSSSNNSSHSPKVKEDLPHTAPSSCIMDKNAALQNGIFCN
# RAM network inh – yeast RAM network inhibition; S. cerevisiae dse1pr::URA3 reporter, 5-FOA growth OD615, 2 d; analog-sensitive cbk1-as2 kinase mutant strain; inhibition, % at 50 µM; 190,000 tested, 1.8% active;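 active means inhibition above a set limit, 3 SD over mean compound inhibition, cut at about 8.4% in these data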;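 further: 0% = DMSO-only wells with no growth and 100% = 10 µM 1-NA-PP1 full growth; inhibition rescues growth on 5-FOA so higher OD means more RAM inhibition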
# * marks the source's active call; other numbers are inactive results; nt = not tested or not shown.
SMILES,STAT1 blocker,TLR4 MyD88 comp,PPARg SRC-2 ag,ROMK primary,PPARg SRC1 recr,STAT3 blocker,STAT3 activator,TR-FRET SRC-2 ct,PPARg SRC-3 ag,S1P3 antagonist,RAM network inh
Cc1cccc(-n2cc(CN3CCN(C(=O)c4ncn[nH]4)CC3)c(-c3cccc(F)c3)n2)c1,-21,0,7,-2.5,-6,-8,109,1493,-1,-1,0.5
C=CCNC(=S)NNC(=O)c1cccn(Cc2ccc(Cl)cc2)c1=O,7,8,4,nt,3,13,94,1585,-1,nt,2.9
COc1ccc(NS(=O)(=O)c2ccc(NC(=S)NC(=O)c3ccc(F)cc3)cc2)nn1,-2,5,-5,0.87,5,-4,103,1585,-1,9,1.4
O=C(O)Cc1csc2ccccc12,-2,3,3,nt,2,-9,111,1542,5,-8,0.8
Cc1cc(/C=C2/NC(=O)N(c3ccccc3)C2=O)c(C)n1-c1cccnc1,-58,-11,2,-0.033,8,-10,112,1542,4,0,1.5
CC(C)(C)SCCNC(=O)CN(c1ccccc1)S(=O)(=O)c1ccccc1,-1,1,0,nt,7,4,100,1520,-1,-12,5.0
CC(C)CCNC(=O)CSc1nc2ccccc2s1,2,-14,5,-0.035,-2,-6,107,1528,0,1,1.0
CC(C)NC(=S)Nc1ccc2nc3n(c(=O)c2c1)CCCCC3,2,0,-1,0.041,-4,-5,102,1580,3,7,0.4
Cc1ccc(NC(=O)C2CC(=O)n3c(nc4ccccc43)N2)cc1 (stereo not drawn),2,-5,-10,0.39,1,-3,109,1549,3,nt,8.0
CCOc1ccccc1NS(=O)(=O)c1cccs1,1,9,13,-0.36,5,2,101,1502,-8,-11,1.3
Cc1ccc(-c2noc(COc3ccccc3C)n2)cc1,-18,-6,-5,-0.12,-1,24,82,1549,-2,-6,0.2
COc1cc(C(=O)NCC(=O)N/N=C/c2ccccn2)cc(OC)c1OC,10,-5,-6,0.18,2,2,100,1566,-1,11,-0.6
COc1ccc(-c2ccc(=O)n(Cc3cc(=O)n4ccccc4n3)n2)cc1,2,1,5,-0.37,-2,-36,132,1670,10,16,0.1
Cc1c(/C=N/n2cnnc2)c2ccccc2n1CCOc1ccccc1,-14,-5,-5,-0.33,4,-4,107,1631,-6,16,2.1
COc1ccc(C(=O)NC(=S)NNC(=O)c2cnccn2)cc1OC,-5,0,11,nt,-10,-7,105,1725,0,5,3.4
COCC(C)NS(=O)(=O)c1ccc(C)cc1 (stereo not drawn),2,6,2,-0.4,3,-7,109,1387,-3,nt,1.9
CCN(CC)CCOC(=O)c1c(C)oc2ccc(OC)cc12,0,-20,-2,-0.41,-4,4,99,1536,8,11,-0.7
O=C(N/N=C/C=C/c1ccccc1)c1cc2c(ccc3ccccc32)o1,0,-2,-1,nt,6,28,84,1666,6,nt,0.1
COc1cc2cc3c(N)c(C(=O)NCc4ccco4)sc3nc2cc1OC,-51,-4,14,nt,21*,15,92,1949,23,44,1.0
O=C(CN(CCc1ccccc1)C(=O)c1csnn1)NC1CCCC1,-4,-8,1,-0.25,-2,-4,105,1640,3,-9,1.3
COc1ccccc1NC(=S)N1CCC(c2nc3ccccc3o2)CC1,13,1,-3,nt,6,2,98,1572,0,-6,1.0
Cc1cc(C)n(C(=O)c2cc3sccc3[nH]2)n1,-16,-9,5,nt,-1,6,101,1454,-5,12,0.1
CC(=O)Nc1ccc(S(=O)(=O)N2CCCc3ccccc32)cc1,-3,10,1,nt,0,-14,114,1460,-2,-6,0.7
COc1ccccc1NC(=O)N1CCCC1C(=O)Nc1ccc2c(c1)OCCO2 (stereo not drawn),-2,12,3,-0.062,-4,10,97,1514,4,-8,-0.5
O=C(Cc1ccccc1)Nc1nonc1NC(=O)c1ccccc1,9,-5,-2,nt,5,-10,114,1640,-6,-30,0.2
CC(C)c1cc(CN2CCN(C3CCCC3)C(CCO)C2)[nH]n1 (stereo not drawn),1,0,13,0.029,4,0,103,1698,3,-29,1.8
Cc1ccc(C2C(C(=O)c3sc(C)nc3C)=C(O)C(=O)N2CCN(C)C)o1 (stereo not drawn),2,0,0,nt,1,-3,102,1517,0,-22,1.6
Cc1ccc(S(N)(=O)=O)c(C)c1N1CCCC1=O,-1,-12,2,-0.43,0,1,101,1452,2,-3,0.9
CC(=O)c1ccc2c3c(cccc13)CC2,4,-7,13,nt,10,19,86,1676,3,nt,1.2
Cc1ccnc(N2CCC(C(=O)NNC(=O)COc3cccc4ccccc34)CC2)n1,-5,3,0,nt,-3,1,98,1342,4,6,-0.8
O=C(CC1C(=O)NCCN1Cc1ccc(-c2ccccc2)cc1)NCCc1ccccn1 (stereo not drawn),-1,4,4,-0.071,-4,4,101,1464,0,5,-0.5
CCCn1c(SCc2ccon2)nc2ccccc2c1=O,11,-4,-5,-0.38,-3,1,99,1304,-1,nt,-0.6
COC(=O)CCN(C(=O)c1ccc(N2CCCC2)c([N+](=O)[O-])c1)c1ccccn1,8,-3,10,-0.63,-2,6,98,1491,5,-14,1.1
O=C(Nc1nc(-c2cccc(Br)c2)cs1)Oc1ccccc1,-5,9,13,nt,9,8,97,1840,14,nt,6.9
CCCCOc1ccc(-c2csc(N)n2)cc1[N+](=O)[O-],-63,-3,-7,0.77,4,-10,106,1420,-3,-2,-0.9
CCc1cccc(NC(=O)c2ccc(Br)o2)c1,-7,-7,6,nt,2,11,92,1637,9,2,-0.4
CC(=O)Nc1ccc(NC(=O)C(C)OC(=O)CCC(=O)c2ccc(F)cc2)cc1 (stereo not drawn),-7,5,2,0.19,2,13,95,1581,-6,nt,1.3
CCc1ccc(NC(=O)CSCc2ccc(C(=O)O)cc2)cc1,-10,-4,-4,-0.12,-1,0,105,1550,-3,-16,3.5
CNCCOc1ccccc1C(C)(C)C,2,-4,2,0.93,0,10,92,1657,-1,nt,2.5
CN(CCc1ccccn1)C(=O)CCC1CCCN(Cc2ccccc2OC(F)F)C1 (stereo not drawn),-1,-4,-3,0.35,3,4,107,1502,-3,-19,0.4
Cc1nonc1CN(C)C(=O)CC1C(=O)NCCN1Cc1ccccc1C(F)(F)F (stereo not drawn),4,13,-4,0.012,-1,-4,107,1671,3,14,-0.1
O=C(c1ccccc1)N1CCN(Cc2ccccc2C(F)(F)F)CC1,10,-17,-4,0.45,1,9,100,1658,0,-20,1.5
CC(C)[C@H](NC(=O)Nc1ccc(Oc2ccccc2)cc1)C(=O)O,-1,6,3,0.45,5,2,101,1718,-1,1,0.3
COc1ccc(OC)c(NC(=O)CCCN2C(=O)C3C4C=CC(C4)C3C2=O)c1 (stereo not drawn),3,-15,3,nt,-2,4,102,1627,-1,3,1.3
C/C(=N/NC(=O)CCc1ccccc1)c1ccco1,-9,13,6,-1.2,9,17,91,1557,2,-24,-0.5
CC1CCCCN1C(=S)NCCc1ccccc1 (stereo not drawn),-12,2,0,0.49,-6,-3,101,1659,-9,nt,0.1
O=C(CN1CCN(c2ccccc2)CC1)Nc1ccc(OCc2ccccc2)cc1,-4,-2,6,nt,4,4,99,1488,-11,nt,3.2
COc1ccccc1OCCNC(=O)c1ccccc1C,5,-9,7,nt,4,14,91,1659,-2,-14,-0.2
COCCCN1C(=O)C(=O)/C(=C(/O)c2ccc3c(c2)CC(C)O3)C1c1cccnc1 (stereo not drawn),-2,-16,0,nt,0,1,102,1584,7,-29,-1.2
O=C(NC(=S)Nc1ccccc1N1CCOCC1)c1ccc([N+](=O)[O-])cc1,-6,-11,-2,0.0044,-4,-6,102,1393,-4,-7,1.9
COCCNc1nc2c(c(=O)n(Cc3ccc(OC)cc3)c(=O)n2C)n1C,1,8,6,-0.38,9,1,104,1540,6,nt,1.6
Cc1ccccc1NC(=S)C1=C(O)c2sccc2N(C)S1(=O)=O,1,-2,12,1.8,8,21,88,1714,9,nt,3.0
CC(C)C(C)(C#N)NC(=O)CSc1nnc(-c2ccncc2)n1Cc1ccccc1 (stereo not drawn),9,14,11,nt,7,9,97,1578,8,-3,1.4
COCCNCC#CCOc1ccc(OC)cc1,-1,-5,1,nt,4,-9,109,1409,12,-18,2.7
COc1ccc(CC(=O)Nc2ccc(-c3noc(COc4ccccc4C)n3)cc2)cc1,4,11,1,nt,0,15,91,1814,3,8,4.7
O=C(COc1ccc2c(c1)CCC2)N1CCN(c2ccccc2F)CC1,4,-7,2,-2.1,2,-2,104,1501,6,-19,1.6
COC(=O)c1cc2c(ccn2-c2ccc(F)cc2)n1CC(=O)C(C)(C)C,-10,5,3,-0.24,4,2,104,1589,7,1,2.3

# In the list so far, these contain fluorine.
SMILES,STAT1 blocker,TLR4 MyD88 comp,PPARg SRC-2 ag,ROMK primary,PPARg SRC1 recr,STAT3 blocker,STAT3 activator,TR-FRET SRC-2 ct,PPARg SRC-3 ag,S1P3 antagonist,RAM network inh
Cc1cccc(-n2cc(CN3CCN(C(=O)c4ncn[nH]4)CC3)c(-c3cccc(F)c3)n2)c1,-21,0,7,-2.5,-6,-8,109,1493,-1,-1,0.5
COc1ccc(NS(=O)(=O)c2ccc(NC(=S)NC(=O)c3ccc(F)cc3)cc2)nn1,-2,5,-5,0.87,5,-4,103,1585,-1,9,1.4
CC(=O)Nc1ccc(NC(=O)C(C)OC(=O)CCC(=O)c2ccc(F)cc2)cc1 (stereo not drawn),-7,5,2,0.19,2,13,95,1581,-6,nt,1.3
CN(CCc1ccccn1)C(=O)CCC1CCCN(Cc2ccccc2OC(F)F)C1 (stereo not drawn),-1,-4,-3,0.35,3,4,107,1502,-3,-19,0.4
Cc1nonc1CN(C)C(=O)CC1C(=O)NCCN1Cc1ccccc1C(F)(F)F (stereo not drawn),4,13,-4,0.012,-1,-4,107,1671,3,14,-0.1
O=C(c1ccccc1)N1CCN(Cc2ccccc2C(F)(F)F)CC1,10,-17,-4,0.45,1,9,100,1658,0,-20,1.5
O=C(COc1ccc2c(c1)CCC2)N1CCN(c2ccccc2F)CC1,4,-7,2,-2.1,2,-2,104,1501,6,-19,1.6
COC(=O)c1cc2c(ccn2-c2ccc(F)cc2)n1CC(=O)C(C)(C)C,-10,5,3,-0.24,4,2,104,1589,7,1,2.3
